High-throughput results from PubChem.
Mm-Cpn inhibitor: inhibitors of Methanococcus maripaludis chaperonin (MmCpn). purified Mm-Cpn ATPase, ADP Transcreener TR-FRET. Potency, µM (series often up to 76.9 µM), inactives show at the highest dose activity, negative = inhibition, hits mostly inhibitors. hit rate 0.031% among 330,000. AID 504842; note: potency is the fitted concentration of half-maximal effect; % is set by controls: 0 for no effect and ±100 for the full control effect; nearly all actives have a fitted effect of over 80% in size
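Inhibition of chaperonin ATP hydrolysis is measured as reduced ADP production, detected by competitive TR-FRET in which signal falls with ADP. Final enzyme 25 nM and ATP 10 uM, reacted 30 min at 37°C.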
PTHR1 agonist: activates the human parathyroid hormone receptor PTHR1. Q03431. HEK293 GP2 PTHR1 cells, GloSensor cAMP luminescence, 1 h. Potency, µM (doses to about 115 µM), without a hit: at the top dose activation, hits mostly activators. hit rate 0.075% among 410,000; note: potency is the fitted concentration of half-maximal effect; nearly all actives have a fitted effect of over 55% in size; some results filed as inactive show a strong effect at the top dose; inactives centre near -15; many of its hits are not listed in these tables
Target sequence (Q03431 whole entry, looked up): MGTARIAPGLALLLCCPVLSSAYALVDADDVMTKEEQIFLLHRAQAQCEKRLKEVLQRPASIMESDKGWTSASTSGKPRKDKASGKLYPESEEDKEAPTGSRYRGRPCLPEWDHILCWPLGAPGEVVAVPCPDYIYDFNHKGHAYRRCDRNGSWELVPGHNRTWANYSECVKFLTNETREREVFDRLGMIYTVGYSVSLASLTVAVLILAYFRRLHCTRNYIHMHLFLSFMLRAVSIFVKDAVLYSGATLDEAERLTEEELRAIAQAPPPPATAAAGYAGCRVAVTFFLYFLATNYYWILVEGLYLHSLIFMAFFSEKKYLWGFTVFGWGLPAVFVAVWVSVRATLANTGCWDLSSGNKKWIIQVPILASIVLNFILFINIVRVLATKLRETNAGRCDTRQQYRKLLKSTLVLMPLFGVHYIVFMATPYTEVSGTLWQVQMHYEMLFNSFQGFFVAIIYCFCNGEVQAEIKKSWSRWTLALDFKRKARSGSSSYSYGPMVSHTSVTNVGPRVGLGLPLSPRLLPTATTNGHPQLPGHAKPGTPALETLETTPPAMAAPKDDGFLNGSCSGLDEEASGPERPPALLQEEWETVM
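HEK-293-derived GP2 cells expressing PTHR1 and a GloSensor cAMP reporter, 3,000/well, plated overnight, given luciferin plus IBMX (each 0.5 mM as added) for 1 h at 37 °C, then compound for 1 h at 37 °C. Luminescence was read after 15 min at room temperature.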
GLP1R inv ag: GLP-1 receptor (human) inverse agonism. P43220. HEK293 GLP-1R CRE-luciferase, luminescence, 24 h; GLP-1R form is constitutively active. Potency, µM (titrated, usually from 38.3 µM), for inactives: at the top dose activity change, negative = inhibition, usual class: inhibitors. hit rate 1.6% among 410,000; note: potency is the fitted concentration of half-maximal effect; % is set by controls: 0 for no effect and ±100 for the full control effect; nearly all actives have a fitted effect of over 55% in size
Target sequence (P43220 whole entry, looked up): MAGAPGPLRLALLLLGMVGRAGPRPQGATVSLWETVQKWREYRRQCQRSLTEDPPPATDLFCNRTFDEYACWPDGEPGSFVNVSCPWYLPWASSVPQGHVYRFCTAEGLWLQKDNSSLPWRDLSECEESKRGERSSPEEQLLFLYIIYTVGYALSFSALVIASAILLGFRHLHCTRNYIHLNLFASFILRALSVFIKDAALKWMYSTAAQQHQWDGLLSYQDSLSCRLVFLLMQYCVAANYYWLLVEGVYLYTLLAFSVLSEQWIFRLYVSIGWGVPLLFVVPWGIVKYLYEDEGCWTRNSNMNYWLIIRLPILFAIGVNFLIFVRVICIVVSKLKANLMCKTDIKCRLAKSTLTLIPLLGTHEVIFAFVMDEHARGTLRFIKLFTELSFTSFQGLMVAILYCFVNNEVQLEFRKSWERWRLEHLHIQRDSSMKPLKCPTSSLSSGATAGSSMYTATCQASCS
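Inverse agonism was detected as reduced cAMP-driven luciferase luminescence after 24 h compound treatment. The cells were HEK293 clones expressing constitutively active human GLP-1R with the reporter. Reporter-only and GPR119 cell lines served as counterscreen controls.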
HEK293 tox: cytotoxicity in counter-screen for GLP-1R inverse agonists; HEK293 cAMP-luciferase reporter cells, luminescence, 24 h; Potency, µM (series often up to 38.3 µM), for the others: top-dose activity change, negative = inhibition, actives largely listed as inhibitors; hit rate 0.13% among 410,000; AID 624418;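 note: loss of luciferase light is scored as toxicity; potency is the fitted concentration of half-maximal effect; % is set by controls: 0 for no effect and ±100 for the full control effect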
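A 23 nL compound transfer followed 12 hours of cell culture at 37 deg C; exposure then lasted 24 hr. Luciferase assay detection reagent was dispensed and plates read for luminescence after a 12 min room-temperature wait.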
aSyn rescue: inhibitors of alpha-synuclein toxicity in yeast | AID 652106 | hit rate 0.14% among 370,000 | Potency, µM (top dose mostly 46.1 µM), for inactives: at the highest dose growth rescue (activation), most hits filed as activators | Yeast expressing alpha-synuclein, growth rescue, BacTiter-Glo, 24 h; note: potency is the fitted concentration of half-maximal effect; % of control where 0% means no effect; nearly all actives have a fitted effect of over 65% in size
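Screening used galactose-induced yeast with toxic alpha-synuclein levels, exposed to compound for 24 hr at 30 deg C. Cell growth, read with BacTiter-Glo luminescence, gave the measured signal.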
FUS yeast rescue: FUS proteinopathy suppression in yeast; S. cerevisiae FUS-expressing, growth rescue, OD600, 24 h; Potency, µM (highest dose often 76.6 µM), inactives show top-dose growth rescue (activation), actives largely listed as activators; hit rate 0.24% among 390,000; AID 1347120;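 note: potency is the fitted concentration of half-maximal effect; plate controls were DMSO vehicle for no effect and reference control for full effect; nearly all actives have a fitted effect of over 55% in size; some results filed as inactive show a strong effect at the top dose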
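Restored growth of FUS-toxic S. cerevisiae, read as 600 nm absorbance after 24 h at 30C in galactose medium (starting OD 0.005). Controls CP55940 and DMSO.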
TDP-43 yeast inh: TDP-43 toxicity inhibition in yeast. TDP-43 expressing yeast growth rescue, BacTiter-Glo, 24 h. Potency, µM (highest dose often 46.1 µM), for the others: at the highest dose growth rescue (activation), actives largely listed as activators. hit rate 1.8% among 410,000; note: potency is the fitted concentration of half-maximal effect; % of control where 0% means no effect; nearly all actives have a fitted effect of over 50% in size
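Yeast expressing TDP-43 (pregrown in raffinose, seeded at OD600=0.02 in galactose medium) exposed to compounds 24 hr at 30 deg C. Growth read by BacTiter-Glo luminescence; rescue of toxicity appears as increased signal.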
Akt phos inh: blocks phosphorylation of Akt; AID 651550; activity change, % for hits at 50 µM; Neuro2A IGF-stimulated pAkt S473 HTRF, 20 min; hits give low values; hit rate 0.32% among 360,000; in the data active = activity change below about -80%; inconclusive = mostly about -51% to -80%; note: % is set by controls: 0 for no effect and ±100 for the full control effect
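Single-point screen (50 µM final compound) in Neuro2A cells stimulated 20 min with 6 nM IGF at 37 deg C. After lysis, Ser473-phosphorylated Akt read by HTRF (ex 330 nm, em 615/665 nm) as the 665/615 ratio.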
Abeta rescue: A-beta toxicity reversal in yeast; yeast expressing A-beta42, growth rescue, OD600, 48 h; response scale: 0% DMSO, 100% iron-clioquinol control; Potency, µM (doses to about 46.1 µM), inactives show top-dose growth rescue, hits mostly activators; hit rate 0.063% among 410,000; note: potency is the fitted concentration of half-maximal effect; nearly all actives have a fitted effect of over 55% in size
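Yeast A-beta toxicity model in growth medium with pinned compounds, 48 h at 30 C; growth read as absorbance at 600 nm. Normalized to FeCl3/clioquinol equimolar mix (positive) and DMSO (negative).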
* marks the source's active call; other numbers are inactive results; i = inactive; ? = inconclusive; / = not tested or not shown; [ ] = remark or other dose. Unless noted, calls come from the whole dose curve; as a rule, active = well fitted curve in the direction sought with a large enough effect; inconclusive = small, poorly fitted or top-dose-only effect, or another doubt; inactive = no such curve, though single readings can be large; an effect the other way counts as inactive or inconclusive. Not all compounds are listed; count on the stated rates, not on these rows.

| Compound | Mm-Cpn inhibitor | PTHR1 agonist | GLP1R inv ag | HEK293 tox | aSyn rescue | FUS yeast rescue | TDP-43 yeast inh | Akt phos inh | Abeta rescue |
| --- | --- | --- | --- | --- | --- | --- | --- | --- | --- |
| CC1CN(c2nc3ccccc3nc2C(C#N)C(=O)OC2CCCCC2)CC(C)O1 (configuration not stated) | -8% | 0%[57.5 µM] | 4% | 3% | 0% | -1% | 6% | i | 6% |
| CNC(=S)N(Cc1cccs1)Cc1cc2ccc(OC)cc2[nH]c1=O | -7% | i | 0% | 16% | -5% | 15% | -8% | i | 14% |
| O=c1c2ccccc2nc2n1C(CBr)CS2 (configuration not stated) | 1% | -31%[inhibitor] | 19% | 7% | 4% | 5% | 12% | i | 13% |
| O=S(=O)(c1cccc(C(F)(F)F)c1)N1CCN(c2ccccc2)CC1 | 1% | i | 0% | -5% | -2% | 9% | -12% | i | -1% |
| Cc1c(C)n2c(SCC(=O)NCc3ccc4c(c3)OCO4)nnc2[nH]c1=O | -5% | -20% | -1% | 2% | -6% | 4% | -7% | i | 8% |
| Cc1onc(-c2ccccc2)c1C(=O)OCc1nnc(-c2ccc([N+](=O)[O-])cc2)o1 | -1% | -25% | -1% | -17% | 3% | / | ? | i | 0% |
| Cn1cc(S(=O)(=O)N2CCCC2)cc1C(=O)Nc1cccc(C(F)(F)F)c1 | -3% | -3% | -1% | -5% | -6% | 3% | -4% | i | 9% |
| Cc1ccc(C)c(-c2nnc(NC(=O)c3ccc4c(c3)OCCO4)o2)c1 | / | i | -20% | -12% | / | -3% | ? | / | 1% |
| Cc1ccc(C)n1-c1ccc(C(=O)Nc2ccccc2)cc1 | -5% | -25% | 16% | -9% | -7% | 7% | -16% | i | -14% |
| Cc1nc2nc(C)c(CCC(=O)N3CCN(c4ccccn4)CC3)c(C)n2n1 | 1% | i | -9% | 17% | -8% | 9% | -14% | i | -20% |
| COc1ccc(Nc2ncnc3sc4c(c23)CCCC4)cc1 | / | -3% | ? | 2% | -7% | -2% | 20µM* | / | -32% |
| COc1ccccc1N1C(=O)C2CCC(c3ccccc3)CC2C1=O (configuration not stated) | 0% | -91%[inhibitor] | 0% | -1% | 4% | / | ? | i | -8% |
| COc1cc(NC(=O)Nc2cccc([N+](=O)[O-])c2)cc(OC)c1 | -1% | -41%[inhibitor] | ? | -20% | -14% | 6% | -4% | i | -7% |
| CC(=O)NC(Cc1ccc(F)cc1)C(=O)NC1CCN(C(=O)Nc2ccccc2C)CC1 (configuration not stated) | -2% | -12% | 0% | 3% | 8% | 13% | -12% | i | -6% |
| COc1ccccc1-c1noc(CCC(=O)Nc2cc(C(F)(F)F)ccc2Cl)n1 | -3% | -29% | 0% | 1% | 2% | 7% | 2% | i | -6% |
| COc1cc(S(=O)(=O)N2CCN=C2c2ccccc2)ccc1Cl | -3% | -2% | 28% | -5% | 5% | -16% | -2% | i | -1% |

Part of the list above in order of heavy-atom count, lowest first:
| Compound | Mm-Cpn inhibitor | PTHR1 agonist | GLP1R inv ag | HEK293 tox | aSyn rescue | FUS yeast rescue | TDP-43 yeast inh | Akt phos inh | Abeta rescue |
| --- | --- | --- | --- | --- | --- | --- | --- | --- | --- |
| Cc1ccc(C)n1-c1ccc(C(=O)Nc2ccccc2)cc1 | -5% | -25% | 16% | -9% | -7% | 7% | -16% | i | -14% |
| COc1cc(S(=O)(=O)N2CCN=C2c2ccccc2)ccc1Cl | -3% | -2% | 28% | -5% | 5% | -16% | -2% | i | -1% |
| COc1ccccc1N1C(=O)C2CCC(c3ccccc3)CC2C1=O (configuration not stated) | 0% | -91%[inhibitor] | 0% | -1% | 4% | / | ? | i | -8% |
| Cc1ccc(C)c(-c2nnc(NC(=O)c3ccc4c(c3)OCCO4)o2)c1 | / | i | -20% | -12% | / | -3% | ? | / | 1% |
| Cc1nc2nc(C)c(CCC(=O)N3CCN(c4ccccn4)CC3)c(C)n2n1 | 1% | i | -9% | 17% | -8% | 9% | -14% | i | -20% |
| COc1ccccc1-c1noc(CCC(=O)Nc2cc(C(F)(F)F)ccc2Cl)n1 | -3% | -29% | 0% | 1% | 2% | 7% | 2% | i | -6% |
| CC(=O)NC(Cc1ccc(F)cc1)C(=O)NC1CCN(C(=O)Nc2ccccc2C)CC1 (configuration not stated) | -2% | -12% | 0% | 3% | 8% | 13% | -12% | i | -6% |

The listing continues:
| Compound | Mm-Cpn inhibitor | PTHR1 agonist | GLP1R inv ag | HEK293 tox | aSyn rescue | FUS yeast rescue | TDP-43 yeast inh | Akt phos inh | Abeta rescue |
| --- | --- | --- | --- | --- | --- | --- | --- | --- | --- |
| CC(C)(C)NC(=O)COc1coc(CN2CCN(C(=O)c3ccco3)CC2)cc1=O | 0% | -39% | -10% | 1% | 0% | 7% | 2% | i | 2% |
| CC(C)(C)NCc1cc(Br)ccc1OCc1cccs1 | 3% | i | ? | ? | 6% | -19% | 0% | i | 11% |
| COc1ccc(N(CC(O)Cn2c(C)nc3ccccc32)S(=O)(=O)c2ccc(C)cc2)cc1 (configuration not stated) | 0% | -14% | 21% | 1% | 2% | 6% | -4% | i | -10% |
| CCOC(=O)N1CCN(C(=O)C2CC(c3ccccc3OC)=NO2)CC1 (configuration not stated) | -3% | i | 2% | -16% | 1% | -12% | -18% | i | -4% |
| CN(Cc1ccccc1)C(=O)c1cccc(NC(=O)Cc2ccc(NC(=O)C3CCCN(C(=O)C4CC4)C3)cc2)c1 (configuration not stated) | / | -22% | 3% | -2% | -1% | 34% | 9% | i | 9% |
| CCN1CCN(c2cc(C)c3cc(NC(=S)N4CCCC4)ccc3n2)CC1 | 2% | 10% | ? | ? | -3% | 11% | / | i | 4% |
| NS(=O)(=O)c1cccc(NC(=O)CSc2nc3ccccc3c(=O)n2CC2CCCO2)c1 (configuration not stated) | 1% | -23% | 41%[activator] | -12% | -1% | 8% | -16% | i | 0% |
| CCO[C@@H]1OC(C(=O)NC2CC2)=C[C@H](c2c[nH]c3ccccc23)[C@H]1CCCO | -1% | -22% | 0% | 10% | -4% | 10% | 8% | i | 1% |
| CCc1nc2c(OCCn3cccc3)cccn2c1N(C)C(=O)c1cccs1 | / | -13% | 18% | 1% | -1% | 19% | -18% | i | -14% |
| COc1ccc(-c2oc3c(c2-c2cnc(OC)nc2)C(O)CC3)cc1 (configuration not stated) | / | -16% | -4% | -17% | -4% | 7% | 16% | i | -15% |
| COc1cc(/C=C/c2noc(-c3ccccc3O)n2)ccc1OC(C)=O | -1% | i | 11% | 4% | 0% | -2% | 7% | i | -2% |
| Cc1cc(Cl)ccc1OCC(=O)OCC(=O)N(CC(C)C)c1c(N)n(Cc2ccccc2)c(=O)[nH]c1=O | 0% | i | -22% | -7% | 5% | 13% | -4% | i | -7% |
| N#Cc1c(-c2ccccc2)nc2n(c1=O)CCS2 | -3% | -12% | 12% | 1% | 13% | 23% | 35µM* | i | 7% |
| CN(C)CCNC(=O)C(=O)NCC1OCCN1S(=O)(=O)c1ccc2c(c1)OCCO2 (configuration not stated) | -2% | i | 4% | 0% | 7% | 22% | 1% | i | -5% |
| CC(=O)c1c(C)[nH]c(C(=O)CN(C)CC(=O)Nc2ccccc2Cl)c1C | -3% | -24% | 6% | -4% | 0% | 32% | -8% | i | ? |
| N#C/C(=C\c1ccc(-c2cccc([N+](=O)[O-])c2)o1)C(=O)Nc1nc(-c2cccs2)cs1 | 0% | i | 17% | -22% | 0% | 21% | 7% | i | -5% |
| Cc1sc2c(=O)n3c(nc2c1C(=O)NCCCN1CCOCC1)CCCCC3 | -12% | 8%[57.5 µM] | 0% | -5% | -16% | 20% | -5% | i | 7% |
| Cc1ccc(-n2nc3c(=O)n(CC(=O)NCc4ccco4)nc(C)c3c2C)cc1 | / | -37%[inhibitor] | -30% | 4% | / | -4% | 6% | / | -28% |
| COc1ccc(-c2ccc(C)cc2)cc1[C@H]1[C@@H]2C=CCC[C@@]2(C)C(=O)N1Cc1ccccc1 | 0% | -36%[inhibitor] | 10µM* | 1% | 6% | 29% | 9% | i | 3% |
| Cc1cccc(-c2noc(-c3cccnc3NCc3ccc(Cl)cc3)n2)c1 | / | i | 24% | 1% | / | 5% | 6% | / | -8% |
| Cc1[nH]c2ccccc2c1C(=O)C(=O)NCc1cccs1 | 0% | i | 2% | -12% | -4% | 6% | -1% | i | 16% |
| CN(C)C1(CNC(=O)C2CCN(S(=O)(=O)c3cccc(C(F)(F)F)c3)CC2)CCCCC1 | 0% | i | ? | 1% | -1% | / | 20% | i | -6% |
| COC(=O)[C@]1(Cc2ccccc2)N[C@H](CN(C)C(=O)Nc2ccc(C(F)(F)F)cc2)[C@@H]2C(=O)N(C)C(=O)[C@@H]21 | 2% | i | -2% | 2% | 0% | 16% | 19% | i | -4% |
| O=C(CSc1nnc(-c2ccc3c(c2)OCO3)o1)Nc1ncc(C(F)(F)F)cc1Cl | -1% | i | 0% | 3% | -2% | 11% | -10% | i | 5% |
| CN1CCC(OC(=O)Cc2ccc(Cl)cc2)CC1 | 0% | i | -14% | -3% | 5% | 13% | -3% | i | -10% |
| COc1ccccc1N1CCN(c2nc3ccc(C)cc3n3nnnc23)CC1 | / | ? | 13% | 9% | / | 16% | 1% | / | -6% |
| CCOC(=O)NNC(=O)C12CC3CC(CC(C3)C1)C2 | 0% | -22% | 7% | -2% | 3% | -2% | / | i | 1% |
